NOD2 inhibition – NOD2 signaling inhibitors, cell-based, luminescence, uHTS, HEK293 (AID 1566) | inhibition, % at 4 µM, or EC50 in µM where a hit was titrated | HEK293 NOD2/NF-kB luciferase reporter, luminescence; higher % means a stronger effect | actives 0.63% (n = 290,000); note: many of its hits are not listed in these tables
HIV peptide binding – inhibitors of HIV fusion peptide binding, primary screen, biochemical, uHTS, fluorescence dequenching (AID 1986). one-dose inhibition, % at 20 µM; IC50 in µM for titrated hits. actives 0.3% (n = 290,000). cell-free peptide binding, fluorescence dequenching, 30 min; higher % means a stronger effect; in the data active = inhibition mostly above about 52%, no sharp cut-off; inactive = mostly below about 76%; note: some results filed as inactive read as strong as hits
KOR beta-arrestin-1 – KOR agonists, beta-arrestin recruitment, primary screen, cell-based, luminescence, uHTS (AID 1777). KOR beta-arrestin recruitment, luminescence; higher % means a stronger effect. Kappa-type opioid receptor (Homo sapiens). actives 0.02% (n = 280,000). activation, % at 10 µM, or EC50 in µM where a hit was titrated; in the data active = activation above about 50%, passing the limit was not always enough; note: a part of the inactive calls stands beside numbers as strong as those of hits
Myeloid diff 2 – induction of myeloid progenitor differentiation, primary screen, cell-based, flow cytometry, MLPCN library; ER-HoxA9 myeloid progenitors, lysozyme-GFP differentiation; calls only at 10 µM; actives 1% (n = 360,000); AID 624256, 2012;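 active = normalized GFP-positive differentiation at or above the plate's own cutoff, the solvent-only control mean plus 3 SD; inconclusive = no clear call, values can overlap the other calls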;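 note: cells exposed to compound for four days before flow analysis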
KOR beta-arrestin-2 – KOR antagonists, beta-arrestin recruitment, cell-based, luminescence, uHTS (AID 1778); inhibition, % at 10 µM, or IC50 in µM where a hit was titrated; KOR beta-arrestin recruitment, luminescence, antagonist mode; higher % means a stronger effect; Kappa-type opioid receptor (Homo sapiens); actives 0.091% (n = 290,000); note: strong numbers were not always called active
GPR35 antagonists – GPR35 antagonists blocking zaprinast-driven arrestin recruitment, primary screen, imaging, U2OS, beta-arrestin-GFP, zaprinast agonist (AID 2058); G-protein coupled receptor 35 (Homo sapiens); U2OS GPR35 beta-arrestin-GFP translocation imaging, zaprinast antagonism; higher % means a stronger effect; inhibition, % at 10 µM, or IC50 in µM where a hit was titrated; actives 0.052% (n = 290,000);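 active = inhibition of at least 50% with at least 30 cells and total cytoplasm GFP at most 10,000,000; inconclusive = under 30 cells or total GFP of 10,000,000 plus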
GPR55 beta-arrestin – GPR55 agonists via beta-arrestin recruitment, primary screen, imaging, U2OS cells, beta-arrestin-GFP redistribution (AID 1961) | G-protein coupled receptor 55 (Homo sapiens) | U2OS GPR55 beta-arrestin-GFP redistribution imaging; higher % means a stronger effect | actives 0.048% (n = 290,000) | activation, % at 10 µM; hits with a dose series show EC50 in µM;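 active = activation above 40% with more than 50 cells counted in the well; inconclusive = wells holding fewer than 50 cells, flagged as toxic or sparse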;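 note: U2OS osteosarcoma cells stably expressing GPR55 and beta-arrestin-GFP; plate controls were DMSO negative control for no effect and LPI positive control for full effect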
NOD1 inhibition – NOD1 signaling inhibitors, primary screen, cell-based, luminescence, uHTS (AID 1578) | actives 1% (n = 290,000) | inhibition, % at 4 µM, or EC50 in µM where a hit was titrated | NOD1-driven NF-kB luciferase reporter cells, luminescence; higher % means a stronger effect; in the data active = inhibition mostly above about 36%, no sharp cut-off; inactive = mostly below about 34%;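 note: HEK-293T reporter cells stimulated with the NOD1 agonist gamma-tri-DAP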
GPR55 antagonists – GPR55 antagonists blocking LPI-driven arrestin recruitment, primary screen, imaging, U2OS, beta-arrestin-GFP, LPI agonist (AID 2013). U2OS GPR55 beta-arrestin-GFP translocation imaging, LPI antagonism; higher % means a stronger effect. actives 0.13% (n = 290,000). G-protein coupled receptor 55 (Homo sapiens). one-dose inhibition, % at 10 µM; IC50 in µM for titrated hits;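 active = spots per cell inhibited over 60%, with over 100 cells counted and total cytoplasm intensity under 500,000; inconclusive = wells with under 100 cells, flagged as likely toxic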;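 note: U2OS cells stably carrying GPR55 and arrestin-GFP stimulated by 5 µM LPI near EC80; imaged beta-arrestin-GFP aggregate spots per cell after agonist stimulation; plate controls were LPI-stimulated DMSO wells for no effect and DMSO wells without LPI for full effect; some results filed as inactive read as strong as hits; confirmed hits need IC50 under 10 µM and bright autofluorescent wells are also inconclusive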
Myeloid diff 2 GFP+ MAC1+ % – recorded beside Myeloid diff 2, whose call it bears; GFP+ MAC1+ double positive, %; measured here: differentiation confirmed by MAC1 staining
An asterisk follows results filed as active; i = inactive; ? = inconclusive; nt = no result given; + = active, no number; [ ] = dose if it differs, or a comment. Cut-off read from the data, not from the text of the source, unless noted: active = inhibition above about 50%; inactive = the rest.

SMILES | NOD2 inhibition | HIV peptide binding | KOR beta-arrestin-1 | Myeloid diff 2 | Myeloid diff 2 GFP+ MAC1+ % | KOR beta-arrestin-2 | GPR35 antagonists | GPR55 beta-arrestin | NOD1 inhibition | GPR55 antagonists
COc1ccc(NC(=O)c2cc3ccccc3o/c2=N\NS(=O)(=O)c2ccc(C)cc2)cc1 | -62% | 1.4% | 4.2% | ? | nt | -54% | 20% | -0.2% | -65% | 4%
O=c1[nH]c(=O)c2ncc(-c3ccc(Cl)cc3)nc2[nH]1 | -6% | -1.1% | 0.3% | nt | nt | -16% | 2% | -0.9% | -14% | 3%
N#C/C(=C\c1ccc(/C=C(/C#N)c2nn(CCO)c(N)c2C#N)cc1)c1nn(CCO)c(N)c1C#N | 14% | 4.9% | -1.6% | i | 2.1 | 46% | -1% | 0.1% | -13% | -1%
CCOC(=O)c1c(S(=O)(=O)NCC(=O)Nc2cccc(C)c2)c(C)n(C)c1C | 13% | -0.9% | -4.0% | i | 1.4 | -16% | -4% | -0.1% | -25% | 6%
CCOC(=O)c1sc(NC(=O)c2ccc(OC(C)=O)cc2)nc1C | 5% | 4.3% | nt | i | 0.2 | -33%[20 µM] | 2% | -0.1% | -31% | 6%
Cc1ccc(CN2C(=O)C3CCCN3c3ncccc32)cc1 (centres undefined) | 15% | 1.1% | -0.4% | i | 1.2 | -12% | 5% | 0.0% | 4% | 17%
Cc1ccc([N+](=O)[O-])cc1N=C1C(=O)Nc2ccccc21 | 13% | -0.1% | -3.1% | i | 1.3 | -30% | -11% | -0.1% | -7% | 2%
O=C(OCCCOC(=O)c1cc[n+]([O-])cc1)c1cc[n+]([O-])cc1 | 7% | 2.2% | -1.7% | i | 0.9 | 12% | -13% | -0.2% | -15% | 11%
CN1C(=O)SC(Nc2ccccc2)C1=O (centres undefined) | -17% | -1.3% | -1.3% | i | 0.6 | -15% | -10% | -0.2% | -26% | 14%
COC(=O)c1cc(=O)cc(C(=O)OC)o1 | -7% | 8.3% | -1.8% | i | 0.6 | 3% | 2% | 0.5% | -42% | 0%
COC(=O)c1ccccc1C(=O)N1CCC(CCC(=O)NC2CC2)CC1 | 8% | 2.9% | 2.3% | i | 0.2 | 2% | -19% | -0.1% | -8% | 16%
CC1CCN(C(=O)C2CCN(S(=O)(=O)c3cccc4nonc34)CC2)CC1 | 7% | -1.9% | 1.4% | i | 1.6 | 10% | 16% | -0.1% | 10% | 18%
COc1cc(CCCN2C(=O)C(=O)NC[C@@H]2C(C)O)cc(OC)c1OC (some centres undefined) | 8% | 1.6% | -0.6% | i | 1.8 | 18% | 4% | -0.1% | 5% | 2%
CCc1ccc(OCc2cccc(C(=O)N/N=C\c3cnn(C)c3C)c2)cc1 | -15% | 5.7% | 1.3% | + | 1.7* | -7% | 2% | 0.0% | 10% | -16%
Nc1nc(SCC(=O)NC2CCCCCC2)[nH]c(=O)c1-c1ccccc1 | 0% | 0.7% | 2.8% | i | 1.3 | -16% | 2% | 0.0% | 0% | -8%
CCOc1cc(C)c(C(C)C)cc1S(=O)(=O)n1cnc(C)c1 | -13% | 1.1% | -5.2% | i | 0.0 | -28%[20 µM] | -2% | -0.1% | -13% | -14%
COc1ccc(OC)c(C2c3c(oc4ccccc4c3=O)C(=O)N2CCCN(C)C)c1 (centres undefined) | 6% | 6.6% | 5.9% | i | 0.5 | -14% | 22% | -0.3% | -29% | 8%
CCN(CC)NC(=O)Nc1ccccc1 | 14% | 0.0% | nt | i | 0.1 | -30%[20 µM] | 9% | 0.3% | 2% | 2%
Cc1ccccc1N1CCN(C(=O)C2CCC(=O)N(C3CCCC3)C2)CC1 (centres undefined) | 11% | -0.7% | 0.4% | i | 1.0 | -24% | 8% | 0.1% | -16% | 6%
CCN(CC)Cc1c(O)c(Cl)cc2c3c(c(=O)oc12)CCCC3 | 2% | 41% | -0.1% | i | 0.6 | 5% | 18% | -0.1% | 14% | -2%
CC(C)c1ccccc1N=C1SCCN1C1CCS(=O)(=O)C1 (centres undefined) | 6% | -0.5% | 4.2% | i | 1.0 | 27% | -24% | 0.6% | 27% | 3%
CN1C[C@@H]2C(c3ccc(Cl)nc3)C3(c4cccnc4)CC2(C3)[C@H]1c1ccccc1 (some centres undefined) | 11% | 0.8% | 4.0% | i | 3.7 | -11% | -18% | -0.1% | -1% | 1%
CCNC(=O)CC1C(=O)N(c2ccc(F)cc2)C(=O)N1Cc1cccs1 (centres undefined) | 1% | -0.6% | -2.7% | i | 0.5 | -1% | 5% | 0.3% | -18% | 8%
Cc1ccc(C(=O)N/C(=C\c2cn(C)c3ccccc23)C(=O)OCCN(C)C)cc1 | 4% | -1.5% | 6.3% | i | 0.3 | 8% | 11% | -0.1% | -14% | -1%
COc1ccc(/C=C2\SC(=S)N(C(C(=O)O)c3ccccc3)C2=O)c(OC)c1 (centres undefined) | 8% | 49% | -0.9% | i | 0.6 | 0% | 3% | -0.1% | -8% | 9%
CC(C)c1ccc(/C=C2\SC(=S)N(CCC(=O)NCCCn3ccnc3)C2=O)cc1 | 4% | -0.5% | -2.9% | i | 1.8 | -132% | -18% | 0.0% | 28% | -25%
COc1ccc(NC(=O)c2ccccc2C)c(OC)c1 | 0% | 1.6% | -10% | i | 0.9 | -11% | 10% | 0.4% | -5% | 4%
CCn1c(NCc2ccco2)nc2c1c(=O)n(C)c(=O)n2C | 21% | -0.6% | 14% | i | 0.4 | 13% | 6% | -0.3% | 5% | -18%
CC(=O)N1N=C(c2ccc(Br)cc2)CC1c1cn(C)c2ccccc12 (centres undefined) | -28% | 2.2% | -0.4% | i | 0.6 | 16% | -2% | 0.5% | 20% | 6%
COc1ccc(CNC(C)C23CC4CC(CC(C4)C2)C3)c(OC)c1OC (centres undefined) | 6% | 0.4% | 1.0% | nt | nt | 1% | 8% | 0.7% | -18% | 17%

A different layout for 3 compounds above:
smiles,NOD2 inhibition,HIV peptide binding,KOR beta-arrestin-1,Myeloid diff 2,Myeloid diff 2 GFP+ MAC1+ %,KOR beta-arrestin-2,GPR35 antagonists,GPR55 beta-arrestin,NOD1 inhibition,GPR55 antagonists
CCn1c(NCc2ccco2)nc2c1c(=O)n(C)c(=O)n2C,21%,-0.6%,14%,i,0.4,13%,6%,-0.3%,5%,-18%
CC(=O)N1N=C(c2ccc(Br)cc2)CC1c1cn(C)c2ccccc12 (centres undefined),-28%,2.2%,-0.4%,i,0.6,16%,-2%,0.5%,20%,6%
COc1ccc(CNC(C)C23CC4CC(CC(C4)C2)C3)c(OC)c1OC (centres undefined),6%,0.4%,1.0%,nt,nt,1%,8%,0.7%,-18%,17%

Next part.
SMILES | NOD2 inhibition | HIV peptide binding | KOR beta-arrestin-1 | Myeloid diff 2 | Myeloid diff 2 GFP+ MAC1+ % | KOR beta-arrestin-2 | GPR35 antagonists | GPR55 beta-arrestin | NOD1 inhibition | GPR55 antagonists
COc1ccc(Cl)cc1NC(=S)N1CCCC1 | -11% | -0.7% | -0.2% | i | 0.3 | 3% | -10% | -0.1% | -31% | -9%
Cc1nnc(NC(=O)CSc2cn(CCNC(=O)c3ccccc3)c3ccccc23)s1 | -1% | 17% | -3.9% | i | 0.8 | -13% | -13% | 0.8% | -10% | 4%
Cc1ccccc1NC(=S)N(C)CCc1ccccn1 | -1% | -1.0% | -6.0% | i | 0.1 | 20% | 9% | -0.1% | -27% | 16%
N#Cc1c(-c2ccco2)nc(NCC2CCCO2)[nH]c1=O (centres undefined) | 18% | 1.0% | 1.9% | i | 1.6 | 11% | -18% | -0.2% | -10% | 14%
NC(=O)C1CCN(c2nc(-c3ccccc3)nc3ccccc23)CC1 | 21% | -3.2% | -1.3% | i | 1.1 | 21% | 0% | -0.2% | nt | 11%
CC(=O)c1ccc(OCC(O)CN2CCC(C)CC2)cc1 (centres undefined) | 1% | 4.1% | -9.6% | i | 2.5 | 0% | -13% | -0.1% | -2% | 6%
N#CC(c1ccc(Cl)cc1)(c1ncc(C(F)(F)F)cc1Cl)N1CCOCC1 (centres undefined) | 7% | -1.4% | -0.7% | i | 0.6 | 17% | 11% | -0.3% | 8% | 21%
CCCCN(Cc1cc2ccccc2[nH]c1=O)C(=O)c1ccccn1 | 5% | -0.4% | 3.2µM* | i | 0.8 | -16% | -3% | -0.1% | 2% | 8%
COC(=O)NCC(C)OC(=O)Nc1ccc(Cl)cc1 (centres undefined) | -19% | 0.4% | nt | i | 0.5 | -16%[20 µM] | 8% | 0.0% | -47% | 9%
COc1ccc(NC(=O)C2CC2)cc1OC1CCCC1 | -2% | -1.9% | -5.1% | i | 0.4 | 17% | -14% | -0.1% | -13% | -4%
CCc1nnc2n1N=C(c1ccc(-c3cc(Cl)ccc3Cl)o1)CS2 | 13% | -1.8% | -3.1% | i | 0.6 | 20% | 5% | 0.73µM* | -6% | -3%
O=C(Cn1cnc2nc3n(c2c1=O)CCC3)NCc1ccccc1 | 16% | -2.1% | 3.5% | i | 0.8 | 30% | 7% | 0.4% | -14% | 2%
COc1ccc(-c2c(C)n([O-])c(C)c(-c3ccccc3)[n+]2=O)cc1OC | 1% | -2.3% | -2.9% | i | 11 | 22% | 10% | -0.1% | -11% | 6%
COc1ccc(S(=O)(=O)N2CCCOC2CNC(=O)C(=O)NCCc2ccco2)cc1C (centres undefined) | 10% | 0.5% | -2.8% | i | 1.2 | -13% | 0% | 0.0% | -2% | -5%
NS(=O)(=O)c1ccc(CCNC(=O)c2ccccc2OCc2ccc(F)cc2)cc1 | 6% | -0.7% | 2.5% | i | 0.4 | -4% | -12% | -0.1% | -14% | 6%
CCOc1cccc2c1OC(c1cc(OC)c(OC)c(OC)c1)N1N=C(c3ccc(C)o3)CC21 (centres undefined) | -38% | 5.8% | -0.2% | i | 2.0 | 32% | -2% | 0.2% | -30% | -5%
CNc1ccccc1C(C)(C)c1cn(-c2ccc([N+](=O)[O-])cc2)nn1 | -15% | 0.9% | 4.7% | i | 0.6 | -80% | -3% | -0.1% | -18% | 55%
Cc1ccc(S(=O)(=O)Nc2ccc3c(c2)nc(CCN2CCN(c4ccccn4)CC2)n3C)cc1 | 25% | 2.7% | 5.5% | i | 0.9 | 9% | -10% | -0.1% | 8% | 17%
O=C(CN1CCNCC1)NCCSc1ccc(Cl)cc1 | 18% | 11% | 1.9% | i | 0.3 | -10% | 6% | -0.2% | -28% | -3%
O=C(Nc1ccccc1)Nc1ccc2nnsc2c1 | -56% | -0.6% | -3.6% | i | 0.3 | 20% | 6% | 0.3% | -6% | -7%

Only part of the results is shown; count on the stated rates, not on these rows.
